Bioassay records (PubChem BioAssay)
V-ATPase pH: regulators of yeast V-ATPase proton pumping, primary screen, pHLuorin cytosolic pH fluorescence; S. cerevisiae; AID 504577, 2011; 350,000 compounds, 0.37% hits; response, % at 10 µM; in the data active means response mostly above about 7.3%, no sharp cut-off; inactive means mostly below about 5.4%; further: actives read high; inactives centre near 0; some compounds called inactive have numbers as strong as hits; reference of the scale not given here
Arrestin-AP2 inh: inhibitors of beta-arrestin/AP2 binding, primary screen, biochemical, GPCR trafficking, flow cytometry | beta-arrestin 1 C-terminal peptide binding to AP2 beta2-adaptin appendage (human) | FITC-arrestin peptide / GST-AP2 beads; AP2 beta2 appendage carries R879A mutation | inhibition, % at 10 µM | 340,000 compounds, 0.31% hits | AID 504490, 2011;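 active means inhibition above a set limit, near 3 SD of compounds lacking own fluorescence, cut at about 54% in these data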;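 further: plate controls were DMSO wells for no effect and 5 µM unlabelled arrestin peptide for full effect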
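System: GST-AP2 R879A glutathione beads | Also added: FITC-arrestin peptide, 50 nM | Times: 12 min plus 1 h, RT | Signal: Bead flow cytometry, FITC channel | Buffer or medium: PBS with 0.05% Tween 20 and 0.1% BSA | Read-out basis: Percent drop in bead-associated FITC signal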
Keap1 Nrf2 FP: Keap1-Nrf2 protein-protein interaction inhibitors, primary screen, biochemical, fluorescence polarization, single point. Keap1 Kelch-Nrf2 peptide fluorescence polarization, 1536-well. Kelch-like ECH-associated protein 1 (Homo sapiens), Q14145. 340,000 compounds, 0.15% hits. inhibition, % at 9.4 µM; in the data active means inhibition above about 12%;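 further: human Keap1 Kelch domain with fluorescein labeled Nrf2 9mer peptide probe; 0% = neutral control wells and 100% = peptide positive control; higher means more block of Keap1 binding to Nrf2 peptide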
Target sequence (Q14145 whole entry, looked up, the tested form may be a part): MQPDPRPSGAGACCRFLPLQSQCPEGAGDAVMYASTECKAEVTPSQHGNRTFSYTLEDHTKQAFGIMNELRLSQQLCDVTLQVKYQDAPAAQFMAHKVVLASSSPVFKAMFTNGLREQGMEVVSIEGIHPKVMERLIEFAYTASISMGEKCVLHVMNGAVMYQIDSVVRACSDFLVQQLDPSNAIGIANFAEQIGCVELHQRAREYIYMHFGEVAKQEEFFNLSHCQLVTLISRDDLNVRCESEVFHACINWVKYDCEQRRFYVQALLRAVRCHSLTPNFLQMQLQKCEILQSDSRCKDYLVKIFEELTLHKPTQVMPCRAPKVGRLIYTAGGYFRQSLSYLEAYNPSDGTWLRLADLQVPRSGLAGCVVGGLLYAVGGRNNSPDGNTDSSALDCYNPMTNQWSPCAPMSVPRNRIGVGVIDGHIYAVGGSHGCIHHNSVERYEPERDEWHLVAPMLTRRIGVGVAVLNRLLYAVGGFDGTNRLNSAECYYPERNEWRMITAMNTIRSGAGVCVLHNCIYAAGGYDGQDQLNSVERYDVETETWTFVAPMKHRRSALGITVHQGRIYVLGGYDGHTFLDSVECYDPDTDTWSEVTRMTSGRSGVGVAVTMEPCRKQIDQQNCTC
OPRM1-OPRD1 inv: inverse agonists of MOR-DOR heterodimerization, primary screen, cell-based, luminescence; Mu-type opioid receptor (Homo sapiens) + Delta-type opioid receptor (Homo sapiens), …; cell-based MOR-DOR heterodimer luminescence, inverse agonism; inhibition, % at 9.3 µM; 340,000 compounds, 0.21% hits; in the data active means inhibition above about 22%, passing the limit was not always enough;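 further: 0% = cells with DMSO and 100% = wells without cells with DMSO; values of inactives mirror those of a sister screen read the other way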
cardiac RTF act: cardiac RTF calcium sensitivity activators, primary screen, biochemical, IANBD-TnC fluorescence, EC20 calcium | 340,000 compounds, 0.24% hits | IANBD-labeled TnC RTF fluorescence at EC20 calcium; 0% EC20 calcium, 100% full calcium | AID 493008, 2010 | activation, % at 7.2 µM;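 active means activation above the mean over all tested compounds plus 3 SD, cut at about 30% in these data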;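 further: rise in fluorescence read as greater calcium sensitivity of cardiac thin filaments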
Cardiac RTF inh: cardiac RTF calcium sensitivity inhibitors, primary screen, biochemical, IANBD-TnC fluorescence, EC70 calcium; 340,000 compounds, 0.12% hits; AID 493244, 2011; IANBD-labeled cardiac RTF, Ca2+ fluorescence; Troponin I, cardiac muscle (Homo sapiens) + Troponin T, cardiac muscle (Homo sapiens) + …; inhibition, % at 7.15 µM;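 active means inhibition above the mean inhibition of all tested compounds plus 3 SD, cut at about 17% in these data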;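 further: assay run at fixed EC70 calcium of 1.6 mM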
Wnt act: Wnt/beta-catenin pathway activators, primary screen, cell-based, plate reader, single point. Wnt/beta-catenin reporter cell assay, activator. activation, % at 9.35 µM. 300,000 compounds, 1.2% hits. AID 743398, 2014; in the data active means activation above about 30%, passing the limit was not always enough;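 further: 0% = neutral control wells and 100% = positive control wells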
DSG3 Ab inh: inhibitors of pemphigus antibody binding to DSG3, primary screen, biochemical, bead-based, flow cytometry, scFv-GFP | Desmoglein-3 (Homo sapiens), P32926 | DSG3-coupled beads, scFv-anti-DSG3-GFP binding; stronger effect = lower value | binding (percent of control), % at 10 µM | 310,000 compounds, 0.48% hits | AID 588358, 2011;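 active means binding more than 3 SD below its plate's average and above zero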; further: some compounds called inactive have numbers as strong as hits
LANA DNA inh: inhibitors of KSHV C-LANA binding to DNA, primary screen, biochemical, fluorescence polarization, FAM-LBS DNA, MBP-C-LANA, single point; inhibition, % at 9 µM; 340,000 compounds, 0.078% hits; AID 504423, 2011; Kaposi's sarcoma herpesvirus LANA C-terminal domain (residues 932-1162) DNA binding;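 active means highest replicate inhibition at or above 60% at 9 µM, even if other replicates fall short; inactive means all replicates below 60% inhibition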;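 further: 0% = neutral control wells and 100% = 4 µM acridine orange control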
OPRM1-OPRD1 ag: agonists of OPRM1-OPRD1 heterodimerization, primary screen, cell-based, luminescence. activation, % at 9.3 µM. cells. Mu-type opioid receptor (Homo sapiens) + Delta-type opioid receptor (Homo sapiens), …. 340,000 compounds, 0.3% hits; in the data active means activation above about 18%;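 further: 0% = vehicle-treated cells and 100% = reference agonist; values of inactives mirror those of a sister screen read the other way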
Numbers without * were called inactive; · = no result given.

SMILES	V-ATPase pH	Arrestin-AP2 inh	Keap1 Nrf2 FP	OPRM1-OPRD1 inv	cardiac RTF act	Cardiac RTF inh	Wnt act	DSG3 Ab inh	LANA DNA inh	OPRM1-OPRD1 ag
COc1ccc(/C=N/Nc2nc(N3CCCC3)nc(N3CCCC3)n2)cc1	-3	7	-6	6	-2	4	-1	98	5.1	-1.2
CC1=C(C(=O)Nc2ccccc2)C(c2ccc(C(C)C)cc2)N2C(=O)CSC2=N1 (centres undefined)	-2	0	0	-2	1	-9	·	98	1.8	0.3
CCn1c2ccccc2c2cc(NC(=O)C(=O)NCC3CCCO3)ccc21 (centres undefined)	0	12	-5	3	7	-4	-2	103	10	-0.7
Cc1ccccc1NC(=O)c1c(C)cc(=O)oc1C	5	7	-2	7	-2	-13	-1	103	0.4	-1.5
Cc1ccc(N(CC2CO2)S(=O)(=O)c2ccc(C)cc2)cc1 (centres undefined)	-2	2	-2	9	-3	-2	-9	103	-1.0	-1.7
Cc1ccc(C(=O)OCC(=O)N2CC(C)CC(C)C2)cc1S(=O)(=O)N1CCOCC1 (centres undefined)	-2	-10	4	12	2	5	-3	108	3.9	-3.0
O=C(O)c1cc(S(=O)(=O)N2CCCCC2)ccc1N1CCCCC1	-3	-4	-1	14	1	-2	-3	108	-0.4	-3.6
COCCCNC(=O)c1cccc(NC(=O)c2ccccc2)c1	-1	19	3	-4	0	-4	·	90	-0.6	0.9
COC(=O)c1ccc2c(=O)n(CCCN3CCCC3=O)c(=S)[nH]c2c1	0	-10	2	16	-1	1	1	99	0.2	-2.6
COc1ccc(N(CN2C(=O)c3ccccc3C2=O)C(=O)COc2ccc(Cl)cc2Cl)cc1	-3	7	3	9	-2	10	-1	93	1.2	-1.6
CC(C)c1ccc(N(CC(=O)NCCSC(C)(C)C)S(C)(=O)=O)cc1	-3	12	-3	7	-5	-2	·	107	-0.9	-1.4
Cc1ccc(-n2c(C)cc(C=C3C(=O)N(C)C(=O)N(C)C3=O)c2C)cc1	-1	-10	-2	2	5	-5	0	112	1.9	-0.3
COc1cccc(OC)c1C(=O)N1CCN(S(=O)(=O)c2ccc(C)cc2)CC1	-2	32	5	12	2	-6	·	107	-0.5	-2.5
Cc1cccc(OCCNC(=O)c2cccc(Oc3ccc(C(F)(F)F)cc3[N+](=O)[O-])c2)c1	1	-4	-1	-6	5	14	-2	97	0.1	1.2
Cc1ccnc(NS(=O)(=O)c2ccc(NC(=O)c3oc4ccccc4c3C)cc2)n1	4	-2	-7	7	-3	6	0	100	0.9	-1.4

In a second layout: 4 of the compounds above
CC(C)c1ccc(N(CC(=O)NCCSC(C)(C)C)S(C)(=O)=O)cc1
  V-ATPase pH: -3 | Arrestin-AP2 inh: 12 | Keap1 Nrf2 FP: -3 | OPRM1-OPRD1 inv: 7 | cardiac RTF act: -5 | Cardiac RTF inh: -2 | Wnt act: · | DSG3 Ab inh: 107 | LANA DNA inh: -0.9 | OPRM1-OPRD1 ag: -1.4

Cc1ccc(-n2c(C)cc(C=C3C(=O)N(C)C(=O)N(C)C3=O)c2C)cc1
  V-ATPase pH: -1 | Arrestin-AP2 inh: -10 | Keap1 Nrf2 FP: -2 | OPRM1-OPRD1 inv: 2 | cardiac RTF act: 5 | Cardiac RTF inh: -5 | Wnt act: 0 | DSG3 Ab inh: 112 | LANA DNA inh: 1.9 | OPRM1-OPRD1 ag: -0.3

COc1cccc(OC)c1C(=O)N1CCN(S(=O)(=O)c2ccc(C)cc2)CC1
  V-ATPase pH: -2 | Arrestin-AP2 inh: 32 | Keap1 Nrf2 FP: 5 | OPRM1-OPRD1 inv: 12 | cardiac RTF act: 2 | Cardiac RTF inh: -6 | Wnt act: · | DSG3 Ab inh: 107 | LANA DNA inh: -0.5 | OPRM1-OPRD1 ag: -2.5

Cc1cccc(OCCNC(=O)c2cccc(Oc3ccc(C(F)(F)F)cc3[N+](=O)[O-])c2)c1
  V-ATPase pH: 1 | Arrestin-AP2 inh: -4 | Keap1 Nrf2 FP: -1 | OPRM1-OPRD1 inv: -6 | cardiac RTF act: 5 | Cardiac RTF inh: 14 | Wnt act: -2 | DSG3 Ab inh: 97 | LANA DNA inh: 0.1 | OPRM1-OPRD1 ag: 1.2

Later entries.
SMILES	V-ATPase pH	Arrestin-AP2 inh	Keap1 Nrf2 FP	OPRM1-OPRD1 inv	cardiac RTF act	Cardiac RTF inh	Wnt act	DSG3 Ab inh	LANA DNA inh	OPRM1-OPRD1 ag
CSc1ncc2ncn(C3OC(CO)C(O)C3O)c2n1 (centres undefined)	-1	8	-4	10	-1	-13	0	98	1.3	-1.9
CCCCC(=O)NCCNc1nc2c(c(=O)n(C)c(=O)n2C)n1Cc1ccc(F)cc1	5	17	4	-1	5	-13	2	103	2.6	0.2
CN(CC(=O)Nc1cccc(F)c1)CC(=O)Nc1cccc([N+](=O)[O-])c1	2	-12	-1	0	-1	-4	-2	93	0.9	-0.1
COCCNC(=O)c1cc(-c2ccccc2C)n(CC2CC(c3cccc([N+](=O)[O-])c3)=NO2)n1 (centres undefined)	-2	14	-1	20	-4	-4	-7	100	-3.7	-3.6
COC(=O)c1cc(F)c(-n2cncn2)c(F)c1	-10	-3	6	-27	0	-7	1	125	-1.0	5.0
COc1cc(/C=N/NC(=O)c2cc(-c3ccccc3)nc3ccccc23)cc(OC)c1O	0	11	-4	-10	2	-5	-1	118	1.5	2.1
O=C(Nc1ccc(F)cc1)Nc1nnc(-c2ccccc2)o1	-2	47	2	0	-4	-2	·	92	-0.2	0.0
CC1CCCCN1C(=S)Nc1ccc(OC(F)F)cc1 (centres undefined)	-1	18	2	11	7	3	·	98	3.6	-2.0
CCOC(=O)c1n[nH]c(=O)c2ccccc12	0	3	2	·	·	·	-1	103	0.6	·
Cc1nn(Cc2c(F)c(F)c(F)c(F)c2F)c(C)c1NC(=O)c1ccc(COc2ccccc2Cl)cc1	16*	26	4	3	1	-10	·	100	1.2	-0.6
Cc1c(C(=O)O)sc2[nH]c(=O)n(Cc3ccccc3)c(=O)c12	0	12	1	10	-4	-13	-2	88	4.1	-2.1
CN(C)CCOc1ccc2ccccc2c1	1	-9	-5	14	8	-6	·	100	-1.0	-2.8
Cc1ccc(Oc2cnc3ccccc3n2)cc1	-2	-3	2	-5	3	-5	·	107	0.4	1.0
COc1cccc(C2NC(=O)CCC2[N+](=O)[O-])c1OC (centres undefined)	-5	-6	-2	12	10	-7	4	102	-0.1	-2.1
COc1ccc2ccc(O)c(CN(C)CC(=O)Nc3ccccc3C(F)(F)F)c2c1	-2	9	-7	-62	-3	8	-3	109	-0.9	8.8
CCCn1c(SCC(=O)NC23CC4CC(CC(C4)C2)C3)n[nH]c1=O	-5	-12	2	5	2	-13	-3	104	0.9	-1.1
COc1ccc(-c2csc(N(CC3CCCO3)C(=O)c3ccc(C)cc3)n2)cc1 (centres undefined)	3	10	-1	-11	3	6	38*	71	0.1	2.2
C#CCNC(=O)c1ccc(OCc2ccccc2)cc1Cl	1	-14	-3	-10	2	0	-1	101	-0.5	2.0
Cc1cc(C)n2nc(C(=O)N(C)C(c3ccccc3)c3ccccc3)nc2n1	-4	8	4	11	3	-8	8	99	-0.2	-2.2
CCOC(=O)[C@@H]1[C@H]2COc3cc(OC)ccc3[C@H]2N2C(=O)N(c3ccc(C)cc3)C(=O)[C@@]12C	4	6	-5	14	0	1	1	101	0.9	-2.4
CS(=O)(=O)N1Cc2ccccc2CC1C(=O)OCC(=O)NCCc1ccc(S(N)(=O)=O)cc1 (centres undefined)	12*	-4	-5	6	-2	1	-6	97	-3.4	-1.2
CCN(CC)CCOc1nnc(-c2ccc(OC)cc2)c2ccccc12	2	3	-4	16	-5	4	0	91	-0.2	-2.8
COCCn1c(SCC(=O)/C=C2\N(C)c3ccccc3C2(C)C)nnc1-c1ccncc1	7	4	-1	10	-6	6	-5	105	0.3	-2.0
c1ccc(C2Nc3ccccc3C3OCCCC23)cc1 (centres undefined)	-3	-4	-8	-32	12	-5	0	125	-0.7	6.5
COc1ccc(-c2ccc(C#N)c(OC(=O)c3c(Cl)cccc3Cl)n2)cc1	1	-4	-1	-1	-9	4	-1	99	1.1	0.1
COc1ccc(S(=O)(=O)Nc2ccccc2C(F)(F)F)cc1	14	-8	-2	9	-3	0	·	89	-0.9	-1.6
Nc1ccc(Oc2ccc(Br)cc2)cc1	8	4	-3	-9	-2	2	3	115	1.2	1.6
COc1ccc2ncn(-c3ccccc3)c2c1	2	0	4	8	6	9	-9	97	0.2	-1.3
CCOc1cc(C2C(C#N)=C(N)OC(C)=C2C(C)=O)c(Br)c(Br)c1OC(C)C (centres undefined)	4	-8	2	-4	2	-3	·	102	-0.2	1.0
O=C(NNC(=O)c1ccc(Br)s1)NC1CCCCC1	1	-27	-1	13	1	-14	1	114	-0.9	-2.3
COc1ccc(NC(=O)COC(=O)C2CCC2)cc1Cl	-2	23	2	9	1	-5	-3	107	-0.8	-1.6
CCOC(=O)c1[nH]c2ccccc2c1NC(=O)NC(C)C	0	-11	1	11	0	-8	-1	99	0.5	-2.1
COc1ccc(-n2nc(C(=O)NCC(=O)Nc3cccc(C)n3)c3ccccc3c2=O)cc1	-1	21	0	5	-3	6	·	·	1.6	-0.8
COCc1ccc(C(=O)N(C)C2CCCN(Cc3ccccc3F)C2)o1 (centres undefined)	0	21	-2	7	-2	5	-1	98	-0.5	-1.2
O=C(N/N=C/c1cc(Br)c(O)c(Br)c1O)c1cccnc1	-3	22	0	7	-4	-7	-2	100	1.3	-1.5
CC(C)c1csc(CN2CCC(CCC(=O)NCC3CCCO3)CC2)n1 (centres undefined)	-6	6	-5	9	-5	-5	1	109	-2.4	-1.7
